Screens deposited in PubChem BioAssay by Fisher Drug Discovery Resource Center.
mcGAS RapidFire: blocks mouse cGAS cGAMP production; Q8C6L5; recombinant mouse cGAS, cGAMP by RapidFire MS; inhibition, % at 12.5 µM; 130,000 tested, 0.18% active;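 active = inhibition of cGAS enzyme activity at or above 60%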;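 note: enzyme stimulated by 45 bp dsDNA with ATP and GTP substrates; cGAMP share of summed cGAMP plus half ATP and half GTP signals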
Target sequence (Q8C6L5 whole entry, looked up): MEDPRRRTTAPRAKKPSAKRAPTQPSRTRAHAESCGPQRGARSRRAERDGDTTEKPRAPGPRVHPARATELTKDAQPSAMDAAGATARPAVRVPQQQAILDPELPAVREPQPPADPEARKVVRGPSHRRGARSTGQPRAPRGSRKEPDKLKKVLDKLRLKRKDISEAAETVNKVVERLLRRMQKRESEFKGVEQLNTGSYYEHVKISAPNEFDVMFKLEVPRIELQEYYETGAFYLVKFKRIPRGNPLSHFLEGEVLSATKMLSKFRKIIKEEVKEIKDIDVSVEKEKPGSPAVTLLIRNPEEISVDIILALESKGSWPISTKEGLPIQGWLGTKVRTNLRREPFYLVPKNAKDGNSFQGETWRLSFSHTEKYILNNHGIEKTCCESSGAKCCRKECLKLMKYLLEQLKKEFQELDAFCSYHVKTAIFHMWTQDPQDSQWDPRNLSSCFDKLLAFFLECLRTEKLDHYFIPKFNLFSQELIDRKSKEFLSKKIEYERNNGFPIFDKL
Active calls of the source: *; & = joins results of further samples. Some of the compounds tested. The share of hits here may be higher or lower than overall.

SMILES | mcGAS RapidFire
COc1ccc(C=CC(=O)N2CCC2)cc1S(=O)(=O)N1CCOCC1 | -2
CC(CCC(=O)N1CCC(Cc2nncn2C)CC1)N1CCOCC1 (centres undefined) | 7
O=C(c1csc(-c2cccs2)n1)N1CCOC2(CNCCOC2)C1 (centres undefined) | -2
Cc1cc(=O)[nH]c(-n2nc(C3CC3)cc2NC(=O)c2ccc(F)cc2)n1 | -4
Cc1cc(C(=O)ON=C(N)c2ccncc2)ccc1[N+](=O)[O-] | -5
Fc1ccc(C2(c3noc(-c4n[nH]c5c4CCC5)n3)CCOC2)cc1 (centres undefined) | -6
CC1Cc2ccccc2N1S(=O)(=O)N(C)CCC#N (centres undefined) | -7
O=C(CSc1nnnn1C1CCCC1)c1ccc2c(c1)CCC2 | -11
Cc1ccc(S(=O)(=O)NCC2(c3ccccc3)CCOCC2)s1 | -2
CC(c1ccccc1)n1cnnc1CCn1cccn1 (centres undefined) | -10
Cc1ccc(C(N)=NOC(=O)/C=C/c2ccccc2)cc1 | 0
CNc1ncccc1C(=O)N1CC[C@@H](c2ccc3ccccc3c2)[C@H](O)C1 | -4
CCO/N=C1\C(=O)Nc2cc(N3CCCC3)ccc21 | 7
O=C(NC(=S)NCCCNC(=S)NC(=O)c1ccco1)c1ccco1 | -8
c1ccc(CCC2CCCCN2c2nc3nonc3nc2N2CCOCC2)nc1 (centres undefined) | 3
CC(=O)C1C(c2cccs2)NC(=O)NC1(O)C(F)(F)F (centres undefined) | 2
CC(C)(C)c1cc(CN2CCN(c3ncnc4nc[nH]c34)CC2)[nH]n1 | -15
Cn1c(C(C#N)=Cc2cccc(O)c2)nc2ccccc21 | -2
CSC(=Nc1ccc(Cl)cc1)N[n+]1ccccc1 | 4
O=C1C[C@H]2CC[C@@H](CN1)N2C(=O)c1cc(COc2cccc(F)c2)[nH]n1 | -31
OCC1(O)CCN(CC(c2ccccc2)c2ccccc2)CC1 | -9
O=C(N1CCOCC1)N1CCN(C2CCC3(CCNCC3)CC2)CC1 | -12
Cn1ncc(NC2CCc3c(Cl)cccc32)c(Cl)c1=O (centres undefined) | -3
CC(NC(=O)CC1Sc2ccccc2NC1=O)c1ccc(-c2ccccc2)cc1 (centres undefined) | -5
COCC(NC(=O)c1csc2nc(-c3ccccc3)cn12)c1ccnn1C (centres undefined) | -19
O=C(OCc1ccc(Cl)cc1)C1CSCCS1 (centres undefined) | -4
CN(Cc1ccc(Cl)c(Cl)c1)C(=O)CS(=O)(=O)c1ccc(O)cc1 | 1
O=S(=O)(Nc1ccc(Br)cc1F)c1cccs1 | 2
CCCS(=O)(=O)N1CCCC(CCc2ccc(OC)cc2)C1 (centres undefined) | 0
Cc1cc(S(=O)(=O)NCc2ccc3c(c2)OCO3)ccc1F | 0

For convenience, part of the list above.
SMILES | mcGAS RapidFire
c1ccc(CCC2CCCCN2c2nc3nonc3nc2N2CCOCC2)nc1 (centres undefined) | 3
CC(=O)C1C(c2cccs2)NC(=O)NC1(O)C(F)(F)F (centres undefined) | 2
CC(C)(C)c1cc(CN2CCN(c3ncnc4nc[nH]c34)CC2)[nH]n1 | -15
Cn1c(C(C#N)=Cc2cccc(O)c2)nc2ccccc21 | -2
CSC(=Nc1ccc(Cl)cc1)N[n+]1ccccc1 | 4
O=C1C[C@H]2CC[C@@H](CN1)N2C(=O)c1cc(COc2cccc(F)c2)[nH]n1 | -31
OCC1(O)CCN(CC(c2ccccc2)c2ccccc2)CC1 | -9
O=C(N1CCOCC1)N1CCN(C2CCC3(CCNCC3)CC2)CC1 | -12
Cn1ncc(NC2CCc3c(Cl)cccc32)c(Cl)c1=O (centres undefined) | -3
CC(NC(=O)CC1Sc2ccccc2NC1=O)c1ccc(-c2ccccc2)cc1 (centres undefined) | -5
COCC(NC(=O)c1csc2nc(-c3ccccc3)cn12)c1ccnn1C (centres undefined) | -19
O=C(OCc1ccc(Cl)cc1)C1CSCCS1 (centres undefined) | -4
CN(Cc1ccc(Cl)c(Cl)c1)C(=O)CS(=O)(=O)c1ccc(O)cc1 | 1
O=S(=O)(Nc1ccc(Br)cc1F)c1cccs1 | 2
CCCS(=O)(=O)N1CCCC(CCc2ccc(OC)cc2)C1 (centres undefined) | 0
Cc1cc(S(=O)(=O)NCc2ccc3c(c2)OCO3)ccc1F | 0

Next section:
SMILES | mcGAS RapidFire
O=C(c1cnns1)N1CCCN(c2ncc(C(F)(F)F)cc2Cl)CC1 | 3
O=C1/C(=C\c2ccccn2)SC(=S)N1Cc1ccco1 | 0
CC1(NC(=O)NCC2CCCC2)CCCc2ccccc21 (centres undefined) | 3
CCc1cc(CN(C)C(=O)c2ccc3c(c2)no[n+]3[O-])on1 | -12
COCCCn1ccnc1-c1ccc(OC)c(C)c1C | -3
C=CC[C@@H]1CC=C[C@@H](C)N1Cc1ccc(S(C)(=O)=O)cc1 | -7
C=CCCC(=O)NCCS(=O)c1ccccc1 (centres undefined) | 1
CCOC1CCN(C(=O)CCSCc2ccc(F)cc2)CC1 | -19
O[C@@H]1CN(Cc2cccc(Cl)c2)CC[C@H]1N1CCN(c2ccccc2F)CC1 | -2
Cc1cccc(N2C(=O)/C(=C/c3ccco3)NC2=S)c1 | -6
Cn1c(=O)[nH]c(=O)c2c1nc(NCc1ccccc1Cl)n2Cc1ccccc1 | -10
NC(N)=NC(N)=Nc1ccccc1 | -51
Nc1cnn(Cc2ccc(Br)cc2)c1 | -12
CC1CN(c2ccccc2)CCN1C(=O)CCN(C)S(C)(=O)=O (centres undefined) | -3
CC(=O)Nc1ccc(OCc2ccc(Br)cc2F)cc1 | -5
Cc1c(-c2nccn2[C@@H]2CS(=O)(=O)C[C@H]2O)c(=O)n(-c2ccccc2)n1C | 0
COc1ccc2c(c1)CCN(C(=O)c1nc(-c3cnccn3)no1)C2 | -6
CN(C)CCC1CN(C(=O)CCc2cccs2)CCO1 (centres undefined) | -9
Cc1nc2ccc(C(=O)N(C)C3CCN(Cc4cc5ccccc5o4)C3)cc2nc1C (centres undefined) | 0
CC(c1ccco1)N(C)C(=O)NCCc1csc(N2CCCC2)n1 (centres undefined) | -13

Copied from the list:
Under mcGAS RapidFire, CC(c1ccco1)N(C)C(=O)NCCc1csc(N2CCCC2)n1 (centres undefined) has the entry -13
Under mcGAS RapidFire, CC1CN(c2ccccc2)CCN1C(=O)CCN(C)S(C)(=O)=O (centres undefined) has the entry -3

(further entries)
SMILES | mcGAS RapidFire
COc1ccc(C)cc1NC(=O)CCc1nc(-c2ccsc2)no1 | 1
CCNC(=O)C1(C)CCN(Cc2ccc(Cl)cc2)C1 (centres undefined) | -8
OCc1ccc(CN2CCC(c3cc(-c4ccccc4Cl)n[nH]3)CC2)o1 | -27
Cc1cccc(NS(=O)(=O)c2ccc(C(C)C)cc2)n1 | 10
O=C(NCCC1CCCO1)c1cnc(OCC(F)(F)F)c(Cl)c1 (centres undefined) | 5
CN(CC1COCCO1)C(=O)c1ccc(OC2CCN(S(C)(=O)=O)CC2)c(Cl)c1 (centres undefined) | 8
Cc1nc(C2CN(C(=O)C3CC3c3cnn(C)c3)CCO2)n[nH]1 (centres undefined) | -6
CN(C)CCNc1nc(S(=O)(=O)c2ccccc2)c(Cl)s1 | 5
Cn1cc(C(=O)N2CC[C@@H](N3CCN(c4ccccc4F)CC3)[C@H](O)C2)c2ccccc21 | -3
Cc1cccnc1CNC(=O)CC(c1cccc(O)c1)c1ccccc1Cl (centres undefined) | 4
CC(C)c1cc(C2CCN(C(=O)C3CC(=O)c4ccccc43)CC2)[nH]n1 (centres undefined) | -15
Cn1nc(C(=O)N2CCCN(Cc3ccc(C(F)(F)F)cc3)CC2)c2ccccc2c1=O | -6
CC(=O)Nc1ccc(-c2nnc3n(CCc4ccccc4)c(=O)c4ccccc4n23)cc1 | -2
C=CCN1C(=O)C(O)(c2c(C)nn(CCC#N)c2N)c2ccccc21 (centres undefined) | -8
Cn1ccn2ncc(C(=O)NC3CCCN(C(=O)c4cccs4)C3)c12 (centres undefined) | 4
O=S(=O)(NCC1CCN(Cc2ccccn2)C1)c1cccc(F)c1 (centres undefined) | -20
COC(=O)Cn1c(C)nc([N+](=O)[O-])c1Br | -30
CCOc1ccc(S(=O)(=O)NC(=O)CNC(=O)C(C)CC)cc1 (centres undefined) | 0
Nc1ccc(N2CCCCCC2)cc1 | 20
O=S(=O)(c1ccc(F)cc1)c1nc(-c2ccco2)oc1NCCCn1ccnc1 | -13
O=C(Cc1ccc(N2CCNC2=O)cc1)N1CCCC2(CCNC2)C1 (centres undefined) | -19
COc1ccc(CN2CCCN(c3ccc(S(=O)(=O)Nc4ccccc4)cc3[N+](=O)[O-])CC2)cc1 | -8
CCN(CC)CCOc1ccc(NC(=O)NC2CCN(C)CC2)cc1 | 1
CC1CCC2(CC1)N=C(c1cccc(F)c1)C(=S)N2 (centres undefined) | -13
N#Cc1cc([N+](=O)[O-])c[nH]c1=O | 10
COc1ccc(-c2ncc(CN3CCCC(Nc4ccc(F)cc4)C3)cn2)cc1 (centres undefined) | -8
CN(CCC1CCOCC1)Cc1cn[nH]c1-c1ccc(-c2ccccc2)cc1 | -1
CCc1ccccc1NC(=O)c1c(-c2ccccc2Cl)noc1C | -8
CNC(=O)c1cccc(NC(=O)c2ccc3c(c2)OCO3)c1 | -12
COC[C@@H]1CCCN1C(=O)[C@H]1Cc2c([nH]c3ccccc23)CN1 | -3
COc1ccc(CNC(=O)C(=O)Nc2ccc3c(c2)N(S(C)(=O)=O)CCC3)cc1 | -14
CCOC(=O)c1nn(-c2ccc(C)cc2)c(=O)cc1OS(=O)(=O)c1cc(Cl)ccc1OC | 8
Cc1ccc(S(=O)(=O)N(C)C2CCS(=O)CC2)cc1 (centres undefined) | -3
COC(=O)c1ccc(C2C(C(=O)OCc3ccccc3)=C(C)NC3=C2C(=O)CCC3)cc1 (centres undefined) | -1
Cn1ccc(C(=O)Nc2cccc(-c3ccc4c(c3)CCO4)n2)cc1=O | 0
Cc1cc(CN2CCc3[nH]cnc3C2c2nc3ccccc3[nH]2)n[nH]1 (centres undefined) | 7
Nc1cc(-c2cccc3cnccc23)nc(N2CCCC2)n1 | -5
O=C(NCC1CCCN(Cc2nccs2)C1)c1ccc(-c2ccccc2)cc1 (centres undefined) | 0
CCC(C)Oc1ccc(C(=N)N)cc1 (centres undefined) | -6
CC(Nc1ncnc2sc3c(c12)CCCC3)c1ccccc1 (centres undefined) | -2
COc1cc2c(cc1OC)-c1cc3ccc(OC)c(OC)c3c[n+]1CC2 | 12
Cc1ccc(-c2cnnc(NCC3(N4CCOCC4)CCCC3)n2)o1 | 1
CCc1ccc(-c2ccc(NCc3cccc(C)c3)nn2)cc1S(N)(=O)=O | 2
Cc1ccccc1C=CC(=O)Nn1cnc2scc(-c3ccco3)c2c1=O | -2
CCc1nnc(CN(C(=O)c2sc(C(C)C)nc2C)C(C)C)o1 | -22
O=C(O)C1CC(O)CN1C(=O)C12CC3CC(CC(C3)C1)C2 (centres undefined) | -8
COC(=O)c1cc(S(=O)(=O)N2CCC(C(N)=O)C2)c(F)cc1F (centres undefined) | -12
CCOc1ccc(S(=O)(=O)NNC(=O)c2ccc3c(c2)OCCO3)cc1 | -1
Cc1cc2ccccn2c1C(=S)NC(=O)c1ccccc1 | -30
Cc1ccc(Cl)cc1N1CCN(C(=O)c2ccc3c(=O)n(-c4ccccc4)c(=O)[nH]c3c2)CC1 | -3
Following part.
SMILES | mcGAS RapidFire
COC(=O)c1cc(S(=O)(=O)N2CCCC2)cn1C | -6
CCOC(=O)C1(C)CCCCCN1C(=O)c1snnc1C (centres undefined) | 4
COc1ccc2c(c1)CC(NCc1ccc(C(=O)N3CCCC3)cc1)CC2 (centres undefined) | -4
O=C(NC1CCCCC1)C1CC(=O)N(c2ccc3c(c2)OCCO3)C1 (centres undefined) | -2
Cc1ccccc1Oc1ncccc1CNCc1cc2c(cc1Cl)OCO2 | -11
COc1ccccc1C(=O)N1CCC2(CCCN(CC3CCC3)C2=O)C1 (centres undefined) | -3
CC(C)(C(=O)N1CCc2c(nc(-c3ccncc3)[nH]c2=O)C1)n1cccc1 | -6
Cc1ccc2nc(C)c(NC(=O)C(C)(C)C)c(=O)n2c1 | 16
c1ccc2oc(NC3=NCN(CCCN4CCOCC4)CN3)nc2c1 | 8
O=C(O)c1[nH]ncc1CN1CCCN(Cc2ccccc2F)CC1 | -8
Cn1c(-c2ccncc2)nn(CN2CCN(c3ncccn3)CC2)c1=S | -1
CCC(C)C(=O)O[C@H]1C[C@H](O)C=C2C=C[C@H](C)[C@H](CC[C@@H](O)C[C@@H](O)CC(=O)O)C21 (some centres undefined) | -8&-7
NC(=O)c1cccc(CC2CCN(C(=O)c3[nH]ncc3Cl)C2)c1 (centres undefined) | -13
CN(C)CCNCCOc1ccc(-c2ccccc2)cc1 | -3
CCOc1ccc(-c2nc(-c3ccc(CCNS(C)(=O)=O)cc3)cs2)cc1OC | -10
CCOC(=O)c1ccc(NC(=O)c2ccc(=O)n(Cc3cccc(C)c3)c2)cc1 | -4
O=S(=O)(Nc1ccc(-n2cnnn2)cc1)c1ccc(Cl)cc1 | 1
CN(C1CCCCC1)S(=O)(=O)N1CCc2ccccc21 | -4
Cc1ccc(C)c(-n2cc(CN[C@@H](C)C(N)=O)c(-c3ccccc3)n2)c1 | 7
Cn1c(SCc2cc(Cl)c3c(c2)OCCO3)nnc1-c1ccc(Cl)cc1 | -13
NC(=O)Nc1cccc(C(=O)OC(C(=O)N2CCCCC2)c2ccccc2)c1 (centres undefined) | -5
COc1cc(C(Nc2cc(C)ccn2)c2c(C)[nH]c3ccccc23)cc(OC)c1OC (centres undefined) | 1
O=C(CC1=CCCCC1)N1CCCC(N2CCN(c3cccc(C(F)(F)F)c3)CC2)C1 (centres undefined) | -6
CC1(C(=O)NCc2ccc(C(F)(F)F)cc2)CCN1C1Cc2ccccc2C1 (centres undefined) | -12
Cc1nn(CC(=O)NC2CC2)c(C)c1[N+](=O)[O-] | 17
COc1ccc(N(C(=O)CNC(C)=O)C(C(=O)Nc2ccccc2)c2ccncc2)cc1 (centres undefined) | 4
O=C1CCC(C(=O)N2CCC(Cc3ccccc3)CC2)CN1CC1CCCCC1 (centres undefined) | -13
O=S(=O)(NCc1ccccc1)N1CCCC(Oc2ccc(F)cc2)C1 (centres undefined) | -4
CN(CCOc1ccccc1)Cc1nc(-c2ccccc2)no1 | -5
CCOC(=O)c1sc(N)c(C(=O)OCC)c1CNC(C)(C)C | -5
Cc1cc(=O)[nH]c(-n2nc(-c3cccs3)cc2NC(=O)c2ccc(Cl)cc2Cl)n1 | 6
